OPRM1-OPRD1 inv = inverse agonists of MOR-DOR heterodimerization, primary screen, cell-based, luminescence. actives 0.21% (n = 340,000). inhibition, % at 9.3 µM. cell-based MOR-DOR heterodimer luminescence, inverse agonism; in the data active means inhibition above about 22%, passing the limit was not always enough;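 further: 0% = cells with DMSO and 100% = wells without cells with DMSO; values of inactives mirror those of a sister screen read the other way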
Cardiac RTF inh = cardiac RTF calcium sensitivity inhibitors, primary screen, biochemical, IANBD-TnC fluorescence, EC70 calcium. Troponin I, cardiac muscle (Homo sapiens) + Troponin T, cardiac muscle (Homo sapiens) + …. IANBD-labeled cardiac RTF, Ca2+ fluorescence. inhibition, % at 7.15 µM. actives 0.12% (n = 340,000). AID 493244, 2011;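 active means inhibition above the mean inhibition of all tested compounds plus 3 SD, cut at about 17% in these data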;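 further: assay run at fixed EC70 calcium of 1.6 mM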
Keap1 Nrf2 FP = Keap1-Nrf2 protein-protein interaction inhibitors, primary screen, biochemical, fluorescence polarization, single point; Keap1 Kelch-Nrf2 peptide fluorescence polarization, 1536-well; inhibition, % at 9.4 µM; actives 0.15% (n = 340,000); in the data active means inhibition above about 12%; inconclusive means no clear call, values can overlap the other calls; inactive means below about 7.3%;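 further: human Keap1 Kelch domain with fluorescein labeled Nrf2 9mer peptide probe; 0% = neutral control wells and 100% = peptide positive control; higher means more block of Keap1 binding to Nrf2 peptide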
Target sequence (Q14145 whole entry, looked up, the tested form may be a part): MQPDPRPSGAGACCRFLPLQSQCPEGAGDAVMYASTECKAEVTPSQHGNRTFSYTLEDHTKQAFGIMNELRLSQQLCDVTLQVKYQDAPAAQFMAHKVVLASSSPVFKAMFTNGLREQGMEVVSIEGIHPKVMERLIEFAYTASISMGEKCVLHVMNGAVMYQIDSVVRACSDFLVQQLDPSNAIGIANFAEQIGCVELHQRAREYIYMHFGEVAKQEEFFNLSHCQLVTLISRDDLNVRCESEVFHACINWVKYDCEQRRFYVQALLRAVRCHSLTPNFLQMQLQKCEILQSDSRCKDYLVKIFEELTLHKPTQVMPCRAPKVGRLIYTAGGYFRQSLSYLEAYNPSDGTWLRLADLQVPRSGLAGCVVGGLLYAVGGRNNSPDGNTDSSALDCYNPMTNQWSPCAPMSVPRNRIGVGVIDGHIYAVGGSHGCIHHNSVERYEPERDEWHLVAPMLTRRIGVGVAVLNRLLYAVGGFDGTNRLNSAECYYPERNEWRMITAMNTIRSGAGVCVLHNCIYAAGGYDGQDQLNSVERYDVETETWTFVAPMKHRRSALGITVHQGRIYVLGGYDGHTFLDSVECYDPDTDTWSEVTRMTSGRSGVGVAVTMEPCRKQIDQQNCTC
RTF Ca sens act = cardiac RTF calcium sensitivity activators, primary screen, biochemical, IANBD-TnC fluorescence, EC20 calcium; actives 0.24% (n = 340,000); activation, % at 7.2 µM; Troponin I, cardiac muscle (Homo sapiens) + Troponin T, cardiac muscle (Homo sapiens) + …; AID 493008, 2010; IANBD-labeled TnC RTF fluorescence at EC20 calcium; 0% EC20 calcium, 100% full calcium;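 active means activation above the mean over all tested compounds plus 3 SD, cut at about 30% in these data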;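 further: rise in fluorescence read as greater calcium sensitivity of cardiac thin filaments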
Arr AP2 block = inhibitors of beta-arrestin/AP2 binding, primary screen, biochemical, GPCR trafficking, flow cytometry. beta-arrestin 1 C-terminal peptide binding to AP2 beta2-adaptin appendage (human). FITC-arrestin peptide / GST-AP2 beads; AP2 beta2 appendage carries R879A mutation. inhibition, % at 10 µM. actives 0.31% (n = 340,000). AID 504490, 2011;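 active means inhibition above a set limit, near 3 SD of compounds lacking own fluorescence, cut at about 54% in these data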;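 further: plate controls were DMSO wells for no effect and 5 µM unlabelled arrestin peptide for full effect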
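System: GST-AP2 R879A glutathione beads. Medium: PBS with 0.05% Tween 20 and 0.1% BSA. Also added: FITC-arrestin peptide, 50 nM. Incubation: 12 min plus 1 h, RT. Measured by: high-throughput flow cytometry of beads, ex 488, em 535 nm. Evaluation: percent drop in bead-associated FITC signal.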
C-LANA FP = inhibitors of KSHV C-LANA binding to DNA, primary screen, biochemical, fluorescence polarization, FAM-LBS DNA, MBP-C-LANA, single point; actives 0.078% (n = 340,000); inhibition, % at 9 µM; AID 504423, 2011; Kaposi's sarcoma herpesvirus LANA C-terminal domain (residues 932-1162) DNA binding;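 active means highest replicate inhibition at or above 60% at 9 µM, even if other replicates fall short; inactive means all replicates below 60% inhibition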;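 further: 0% = neutral control wells and 100% = 4 µM acridine orange control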
Wnt act = Wnt/beta-catenin pathway activators, primary screen, cell-based, plate reader, single point; Wnt/beta-catenin reporter cell assay, activator; activation, % at 9.35 µM; actives 1.2% (n = 300,000); in the data active means activation above about 30%, passing the limit was not always enough; inconclusive means no clear call, values can overlap the other calls;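 further: 0% = neutral control wells and 100% = positive control wells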
V-ATPase pH = regulators of yeast V-ATPase proton pumping, primary screen, pHLuorin cytosolic pH fluorescence | S. cerevisiae | response, % at 10 µM | actives 0.37% (n = 350,000); in the data active means response mostly above about 7.3%, no sharp cut-off; inactive means mostly below about 5.4%; further: actives read high; inactives centre near 0; some compounds called inactive have numbers as strong as hits; reference of the scale not given here
MOR-DOR ag = agonists of OPRM1-OPRD1 heterodimerization, primary screen, cell-based, luminescence. Mu-type opioid receptor (Homo sapiens) + Delta-type opioid receptor (Homo sapiens), …. activation, % at 9.3 µM. actives 0.3% (n = 340,000). cells; in the data active means activation above about 18%;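 further: 0% = vehicle-treated cells and 100% = reference agonist; values of inactives mirror those of a sister screen read the other way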
Pemphigus Ab inh = inhibitors of pemphigus antibody binding to DSG3, primary screen, biochemical, bead-based, flow cytometry, scFv-GFP; Desmoglein-3 (Homo sapiens), P32926; DSG3-coupled beads, scFv-anti-DSG3-GFP binding; stronger effect = lower value; binding (percent of control), % at 10 µM; actives 0.48% (n = 310,000); AID 588358, 2011;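 active means binding more than 3 SD below its plate's average and above zero; inconclusive means below that plate limit but binding exactly zero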;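 further: hits lower antibody fragment binding to DSG3; some compounds called inactive have numbers as strong as hits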
The depositor's hits bear a star; ? = inconclusive; . = no result given. No enrichment for hits; overall some 3.1% were active at least once.

SMILES	OPRM1-OPRD1 inv	Cardiac RTF inh	Keap1 Nrf2 FP	RTF Ca sens act	Arr AP2 block	C-LANA FP	Wnt act	V-ATPase pH	MOR-DOR ag	Pemphigus Ab inh
CC1(C)CC(NC(=O)C(=O)NCCc2ccc(Cl)cc2)CC(C)(C)N1	20	5	-6	-2	-18	-0.5	-1	0	-4.3	104
CCOC(=O)/C(=C/c1ccccc1)NC(=O)c1ccco1	0	1	-6	-1	36	2.0	.	4	0.1	102
CC1CCCN(C(=O)c2ccc3ncsc3c2)C1 (centres undefined)	-17	3	-3	-2	-9	-0.3	-1	0	2.6	103
CCOC(=O)c1[nH]c(C)c(C(=O)OCc2c(C)noc2C)c1C	15	0	-1	-1	12	-0.3	.	4	-2.8	88
Cc1ccc(Nc2nc(CSc3nnnn3-c3ccccc3)cc(=O)[nH]2)cc1	7	-13	-5	13	-6	0.7	0	-4	-1.3	94
CC1NC(C)(C)Cc2c1ccc1ccccc21 (centres undefined)	-1	-4	-3	-2	23	0.1	-1	-1	0.1	91
O=C(Nc1ccc(NC(=O)c2cccs2)cc1)c1ccc2c(c1)OCCO2	-4	-4	0	0	1	0.1	0	0	0.8	104
CC(=O)N1CCCc2cc(S(=O)(=O)N3CCCC(C(=O)Nc4cccc(C)c4)C3)ccc21 (centres undefined)	10	-9	-4	18	-11	0.5	-2	-1	-1.9	110
CC(=O)c1ccc(-c2cc([C@H]3[C@H]4C=CC[C@@H](C)[C@@H]4C(=O)N3Cc3ccccc3)ccc2F)cc1	5	-4	-2	8	3	0.1	-6	3	-0.9	.
COCCCNC(=O)C1CC(=O)N(CCc2ccc(F)cc2)C1 (centres undefined)	13	-3	-4	2	-1	2.1	-1	0	-2.5	116
O=C(Nc1ccccc1)C(c1ccccc1)C1CCCC1 (centres undefined)	5	3	0	4	8	0.0	1	-6	-0.8	87
CSCCC(NC(=O)c1cccc([N+](=O)[O-])c1)C(=O)OCC(=O)N1CCCC1=O (centres undefined)	6	-4	3	1	29	-0.7	-2	2	-1.0	98
CSc1cnc2c(=O)[nH]c(=O)n(C)c2n1	-1	-7	5	-2	1	-1.4	.	6	0.1	97
O=C(CCc1ccc(S(=O)(=O)N2CCCCC2)cc1)c1nnc(-c2ccccc2)o1	17	-17	-2	3	11	-0.7	-2	-1	-3.5	102
CCC(C)NC(=O)C1CCN(CCCc2ccccc2)CC1 (centres undefined)	3	-5	-2	0	-3	1.5	-3	-1	-0.6	119

Entries shown so far containing fluorine:
SMILES	OPRM1-OPRD1 inv	Cardiac RTF inh	Keap1 Nrf2 FP	RTF Ca sens act	Arr AP2 block	C-LANA FP	Wnt act	V-ATPase pH	MOR-DOR ag	Pemphigus Ab inh
CC(=O)c1ccc(-c2cc([C@H]3[C@H]4C=CC[C@@H](C)[C@@H]4C(=O)N3Cc3ccccc3)ccc2F)cc1	5	-4	-2	8	3	0.1	-6	3	-0.9	.
COCCCNC(=O)C1CC(=O)N(CCc2ccc(F)cc2)C1 (centres undefined)	13	-3	-4	2	-1	2.1	-1	0	-2.5	116

(continued)
SMILES	OPRM1-OPRD1 inv	Cardiac RTF inh	Keap1 Nrf2 FP	RTF Ca sens act	Arr AP2 block	C-LANA FP	Wnt act	V-ATPase pH	MOR-DOR ag	Pemphigus Ab inh
COc1ccccc1N1CCN(/N=C\c2sccc2C)CC1	-2	3	-3	0	-6	0.4	3	1	0.4	98
Cc1csc(NC(=O)c2cc3c(s2)-c2ccccc2OC3)n1	-24	-5	-2	1	-14	-0.7	?	1	4.1	66
COc1ccc(/C=N/NC(=O)C(=O)N2CCCC2)cc1	13	-2	-1	-5	-1	0.5	2	-1	-2.5	99
O=C1OCCC1Sc1nnc(-c2ccccc2)o1 (centres undefined)	4	7	1	-1	8	0.2	.	-1	-0.7	.
Cc1cc(C)c(C)c(S(=O)(=O)NCC(=O)NCC2CCCCC2)c1C	-16	8	0	-3	20	-1.2	-1	-1	2.1	.
OCCn1nc2c3ccccc3nc-2n(-c2ccccc2)c1=S	-2	0	0	-1	-4	-1.0	.	-1	0.3	103
O=C1C2C3C=CC(C4CC34)C2C(=O)N1/N=C/c1ccc(-c2ccc(Cl)cc2[N+](=O)[O-])o1 (centres undefined)	-9	-1	5	5	4	0.6	-2	-4	2.2	.
Cc1cc(NC(=O)CSc2nnc(NC(=O)C3CC(=O)N(c4ccccc4)C3)s2)no1 (centres undefined)	10	-15	-1	4	-2	1.9	-4	0	-2.0	93
COc1ccc(OC)c(NC(=O)CSc2sc3c(O)cc(=O)[nH]c3c2C#N)c1	2	-5	-3	-6	-3	-0.9	-1	2	-0.2	99
COc1ccc2c(c1)C(C)=CC(C)(C)N2C(=O)CN1C(=O)CCC1=O	9	-7	2	-6	-1	0.2	-2	0	-2.0	93
CCCc1cc(=O)[nH]c(SCC(=O)c2cc(C)n(-c3c(C)n(C)n(-c4ccccc4)c3=O)c2C)n1	7	-5	1	2	32	-1.2	0	3	-1.3	99
Cc1cccc(N2CCN(C(=O)c3ccc4c(c3)NC(=O)C(CSCc3cccc(F)c3)N4)CC2C)c1 (centres undefined)	11	-5	-7	6	15	-1.7	-6	-1	-2.0	109
COc1cccc(-c2nnn(CC(=O)O)n2)c1	8	-2	5	4	5	-0.7	-5	-5	-1.3	122
COc1ccc(NC(=S)Nc2ncccc2C)cc1OC	17	-3	2	-1	1	-1.4	15	-2	-2.9	105
Cc1ccc(/C=C/C(=O)N2CCc3ccccc3C2)cc1	12	-5	6	3	-8	-1.0	-3	3	-2.8	105
CC1(C(=O)O)CCC(C(=O)NC2CCCCC2)C1(C)C (centres undefined)	11	1	1	-5	1	0.9	-1	3	-2.0	99
O=C(Nc1nccs1)C(NS(=O)(=O)c1ccc(Br)s1)c1ccccc1 (centres undefined)	3	-15	-5	0	-5	-0.4	.	4	-0.6	89
CCCn1c(NC(=O)c2cccc(C)c2C)nc2ccccc21	-28	-9	1	2	2	-1.5	.	3	5.5	104
Cc1ccccc1C(=O)c1cccn1CC(=O)NCc1ccccc1Cl	1	-1	-5	-2	4	0.6	8	-6	-0.3	101
O=C1N[C@@H](Cc2ccccc2)COC(=O)[C@H](Cc2ccc(F)cc2)C/C=C\C[C@H]1CC(=O)N(CCO)Cc1ccccc1	-15	-9	-3	2	15	-0.1	-2	-1	3.2	86
COc1ccc(CN2CCN(C3CCOCC3)CC2CCO)c(C)c1C (centres undefined)	10	4	-8	8	-17	0.1	-1	1	-2.2	.
CCc1ccc(OCCOCC(O)CN(CCO)CCO)cc1 (centres undefined)	0	7	2	0	-9	1.2	-4	0	-0.1	97
Cc1cc(Cl)c(S(=O)(=O)NC(C(=O)O)C(C)C)cc1OCC(=O)NC1CCCCC1 (centres undefined)	6	0	-2	-4	-9	0.4	.	-1	-1.2	102
COc1cccc(NC(=O)CCS(=O)(=O)c2cccs2)c1	9	-3	2	-2	2	-0.8	-2	0	-2.0	103
O=C(Cc1c(F)cccc1Cl)NNC(=O)c1ccc(Br)s1	-1	-9	-4	-1	-1	-15	-1	4	0.3	.
CN(C1CCCCC1)S(=O)(=O)c1ccc(=S)[nH]c1	7	-5	0	-3	-8	2.4	-1	-1	-1.6	112
O=C(COC(=O)c1ccc(Br)o1)Nc1ccc(F)cc1[N+](=O)[O-]	-14	-1	0	-4	3	0.9	8	-1	3.6	100
CC1CCCN(Cc2ccc(OCc3ccccc3)cc2)C1 (centres undefined)	7	2	-2	5	15	0.4	5	-3	-1.6	97
CCOC(=O)Cn1c(CN(Cc2ccccc2)Cc2ccccc2)nc2c1c(=O)[nH]c(=O)n2C	5	-6	3	-1	2	0.3	.	-4	-1.0	91
COc1cc2[nH]c(-c3ccc(C)cc3)cc(=O)c2cc1OC	7	-4	-5	0	9	0.4	5	6	-1.2	106
CCOC(=O)c1cc2[nH]c3ccccc3c2[n+](-c2ccc([N+](=O)[O-])cc2)c1N	-19	5	-2	5	-1	-0.5	7	-1	3.8	106
COc1c(NC(C)=O)c2ccccc2c2ccccc12	3	-8	-2	-4	-5	-0.7	1	-2	-0.7	90
COc1ccc(C(=O)OCn2nnc3ccccc3c2=O)cc1[N+](=O)[O-]	-5	-2	3	-3	38	0.4	-1	0	1.1	94
COCCCNC(=O)c1ccc(CS(=O)(=O)c2ccc(Br)cc2)o1	1	-6	3	-2	10	4.8	3	-2	-0.2	110
O=C(CSc1ccsc1[N+](=O)[O-])N1CCCCCC1	17	0	-3	-3	.	-0.6	2	-3	-3.7	102
Cc1ccc(C2CC(=O)Oc3cc(O)ccc32)cc1 (centres undefined)	20	-1	1	2	5	7.9	-1	-4	-4.3	101
O=C(Nc1cccc(S(=O)(=O)N2CCCC2)c1)C1CCCN1C(=O)c1cccs1 (centres undefined)	17	-1	-4	-1	28	-1.1	1	1	-3.4	90
CN(C)/C=C1\C(=O)N(c2ccc(Oc3ccccc3)cc2)CS1=O (centres undefined)	7	-4	3	1	4	0.1	.	-1	-1.5	106
CSc1ccc(CNC(=O)c2ccc(NC(=O)C3=CSCCO3)cc2)cc1	10	8	-3	-4	-4	-0.6	-1	1	-1.9	90
Cc1cccn2c(=O)c3cc(C(=O)N4COCC4(C)C)sc3nc12	-1	-7	1	-4	30	0.5	1	3	0.1	92
Cc1ccc(C(=O)N/C(=C/c2ccco2)C(=O)NCCc2c[nH]c3ccccc23)cc1	11	-2	-4	5	3	-0.1	2	-2	-2.1	102
Cc1cc(NC(=O)CCC(=O)N(CC(=O)NC2CCCC2)c2ccc(C)c(F)c2)no1	8	10	-3	-2	-3	-0.8	1	3	-1.2	116
NC(=O)CC[C@H](NC(=O)c1ccc(Cl)cc1)C(=O)NNC(=O)COc1cccc(Br)c1	16	-1	1	2	2	1.1	-1	1	-3.2	121
CC(=O)N1CCC(C(=O)OCc2ccccc2F)(c2ccccc2)CC1	11	4	-3	0	-4	-1.7	2	-2	-1.8	103
O=c1cc2c(c(-c3ccccc3)n1Cc1ccccc1)[C@@H](CCO)NC2	21	-8	-6	0	4	1.9	0	-2	-4.4	108
Cc1oc2c(CN3CCOCC3)c(O)ccc2c(=O)c1-c1ccccc1	11	-1	-2	1	11	1.1	-2	3	-1.9	104
